# Screening results (PubChem BioAssay)
# SR-BI DiI inh: blocks mouse SR-BI lipid uptake from DiI-HDL | Q61009 | ldlA[mSR-BI] CHO cells, DiI-HDL uptake fluorescence, 3 h | inhibition, % at 12.5 µM | hit rate 0.96% among 320,000;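 active means mean replicate inhibition of at least 70% and a set share of replicates each scoring 70 or more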;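 further: 0% = median of neutral control wells and 100% = median of positive control wells; values of inactives mirror those of a sister screen read the other way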
# Target sequence (Q61009 whole entry, looked up): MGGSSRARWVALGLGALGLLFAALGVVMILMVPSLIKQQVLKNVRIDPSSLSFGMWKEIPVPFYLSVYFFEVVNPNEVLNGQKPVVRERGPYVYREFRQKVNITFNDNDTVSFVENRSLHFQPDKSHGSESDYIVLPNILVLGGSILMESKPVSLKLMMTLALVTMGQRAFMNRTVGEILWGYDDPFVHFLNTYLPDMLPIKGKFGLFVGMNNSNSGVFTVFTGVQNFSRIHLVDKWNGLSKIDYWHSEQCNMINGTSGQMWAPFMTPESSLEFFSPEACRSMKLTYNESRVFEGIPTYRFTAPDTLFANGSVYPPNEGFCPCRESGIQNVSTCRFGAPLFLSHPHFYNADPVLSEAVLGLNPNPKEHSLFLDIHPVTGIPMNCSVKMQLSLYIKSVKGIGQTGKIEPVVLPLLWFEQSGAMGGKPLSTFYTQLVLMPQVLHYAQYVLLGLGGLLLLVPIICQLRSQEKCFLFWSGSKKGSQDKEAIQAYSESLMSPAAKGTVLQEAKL
# PvdQ acylase: P. aeruginosa PvdQ acylase inhibition. purified PvdQ acylase, fluorescence plate reader. inhibition, % at 10 µM. hit rate 0.063% among 340,000; in the data active means inhibition above about 30%, passing the limit was not always enough;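 further: 0% = vehicle neutral wells and 100% = reference inhibitor wells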
# Rtt109 Vps75: inhibitors of Candida albicans Rtt109/Vps75 histone acetyltransferase; inhibition, % at 34.9 µM; AID 540336; Q5AAJ8; hit rate 0.16% among 330,000; purified Rtt109/Vps75, ThioGlo CoA-SH fluorescence, 4 h;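 active means inhibition of at least 50% in every replicate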
# MITF act: MITF TRPM1 promoter activation in melanoma cells; hit rate 0.75% among 300,000; activation, % at 12.5 µM; SK-MEL-5 TRPM1-promoter luciferase, 24 h; % of positive control, neutral wells = 0; AID 588334;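 active means mean activation of at least 80% with every replicate also reaching 80%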;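 further: 0% = neutral control wells and 100% = parthenolide positive control wells; values of inactives mirror those of a sister screen read the other way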
# CAL PDZ FP-1: blocks peptide binding to human CAL PDZ domain | inhibition, % at 20 µM | purified CAL PDZ, TMR-peptide fluorescence polarization, 1 h | hit rate 0.02% among 330,000 | Q9HD26 | AID 504414;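 active means highest replicate inhibition of at least 40%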;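 further: plate controls were DMSO neutral control wells for no effect and unlabeled competitor peptide control wells for full effect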
#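 Read-out basis: mP drop reported as inhibition | Assay system: Tagged CAL PDZ protein CerCALP, purified | Benchmarks: Unlabelled peptide for full inhibition, DMSO wells as neutral | Schedule: 1 h incubation at room temperature before polarization reading | Buffer or medium: Sodium phosphate/NaCl buffer pH 7.4 with TCEP, IgG, Thesit | Doses: Single point, 20 µM | Measured by: Fluorescence polarization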
# dFosB act: mouse delta FosB homodimer activation; AID 493131; activation, % at 25 µM; hit rate 0.99% among 340,000; purified delta FosB, TAMRA-CDK5 oligo fluorescence polarization; percent of positive-control signal above neutral wells; P13346;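 active means mean activation above about 17%, with every replicate also reaching it, limit read from the data, passing the limit was not always enough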;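 further: fluorescence polarization rise as delta FosB binds a TAMRA Cdk5 AP-1 oligo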
# Target sequence (P13346 whole entry, looked up): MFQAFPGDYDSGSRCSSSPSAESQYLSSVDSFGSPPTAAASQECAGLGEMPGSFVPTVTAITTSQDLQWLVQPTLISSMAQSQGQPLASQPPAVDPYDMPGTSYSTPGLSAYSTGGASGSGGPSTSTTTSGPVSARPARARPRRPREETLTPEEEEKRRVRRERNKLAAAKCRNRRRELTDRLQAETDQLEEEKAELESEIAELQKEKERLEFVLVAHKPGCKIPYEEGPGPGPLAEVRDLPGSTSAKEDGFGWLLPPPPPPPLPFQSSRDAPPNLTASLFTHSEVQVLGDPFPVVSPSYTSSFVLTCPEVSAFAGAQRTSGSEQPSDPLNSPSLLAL
# SR-BI uptake up: SR-BI HDL lipid transfer activation; CHO ldlA[mSR-BI] cells, DiI-HDL uptake fluorescence, 3 h; 100 = double the neutral-control signal; hit rate 0.096% among 320,000; activation, % at 12.5 µM;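 active means mean replicate activation of at least 60% and every replicate at or above 60%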;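 further: 0% = median plate neutral-control signal and 100% = twice that signal; values of inactives mirror those of a sister screen read the other way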
#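 Material: SR-BI-overexpressing, LDLR-lacking CHO cells; schedule: compound exposure 3 h, 37 °C; reagent: DiI-labelled HDL at 10 µg/mL final; technique: bottom-read fluorescence, 550/595 nm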
# NSD2 HMT inh: inhibitors of human histone methyltransferase NSD2; NSD2 peptide methylation, AlphaScreen, 120 min; inhibition, % at 12.5 µM; hit rate 0.54% among 310,000; AID 743445; in the data active means inhibition above about 50%
# PfHsp90 yeast 2: growth inhibition of yeast expressing Plasmodium Hsp90; inhibition, % at 9.4 µM; hit rate 0.32% among 310,000; AID 504621; S. cerevisiae expressing PfHsp90, BacTiter-Glo ATP, 48 h; yeast lacking PDR1 and PDR3 efflux regulators;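 active means every replicate shows inhibition above about 80%, whatever the replicate mean, limit read from the data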;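 further: 0% = DMSO neutral controls and 100% = 20 µM radicicol positive controls; yeast relying on Plasmodium falciparum Hsp90 in place of its own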
# CAL PDZ FP-2: blocks peptide binding to the human CAL PDZ domain. purified CAL PDZ, TMR-peptide fluorescence polarization, 1 h. hit rate 0.92% among 300,000. inhibition, % at 24.9 µM. AID 602252;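 active means mean inhibition of at least 30% with at least half of replicates also reaching 30%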;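 further: 0% = DMSO neutral control and 100% = excess unlabeled competitor peptide PRC23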
# Starred values were filed as active, the others as inactive; x = not tested or not shown; & = joins results of further samples.
SMILES,SR-BI DiI inh,PvdQ acylase,Rtt109 Vps75,MITF act,CAL PDZ FP-1,dFosB act,SR-BI uptake up,NSD2 HMT inh,PfHsp90 yeast 2,CAL PDZ FP-2
CCCNC(=O)c1nc(C)n(-c2cc(Cl)cc(Cl)c2)n1,13,-15,1,-5,x,-2,-13,1,3,-5
CS(=O)(=O)N1N=C(c2ccco2)CC1c1ccccc1Cl (stereo unspecified),x,2,2,-5,-2.8,1,x,2,-1,2
O=C(CSc1ccccc1)N/N=C/c1ccccc1O,16,-13,4,-20,-1.2,1,-16,-2,-19,-1
CC(C)Sc1nc2ccsc2c(=O)[nH]1,-22,-4,6,11,-0.2,-1,22,1,-16,-2
O=C(NC(C(=O)c1ccccc1)n1ccc(=O)[nH]c1=O)c1ccccc1 (stereo unspecified),-3,-19,-2,4,-1.4,10,3,-1,62,2
CO/N=C/c1ccc(N2CCN(C(=O)c3ccc(Cl)cc3Cl)CC2)c([N+](=O)[O-])c1,37,3,27,0,-0.5,5,-37,1,15,1
COc1cc(OC)cc(C(=O)NNC(=O)c2ccc3ccccc3n2)c1,-6,-15,-5,-50,-3.2,-3,6,-4,-8,-1
Cc1ccc(N2CC(C(=O)Nc3ccc4c(c3)OCO4)CC2=O)cc1C (stereo unspecified),-1,5,-1,6,-0.1,2,1,-6,8,3
O=C(NCc1ccc2c(c1)OCO2)C(=O)Nc1cc2c3c(c1)CC(=O)N3CCC2,20,6,3,5,-2.7,-2,-20,1,-2,-6
CCN1CCCc2cc(CN(CCN3CCOCC3)C(=S)Nc3ccc(OC)c(Cl)c3)ccc21,x,-13,3,9,-1.0,-7,x,-276,-27,9
CN(C(=O)COC(=O)Cc1ccc(Cl)cc1)C1CCCCC1,-8,1,3,0,-0.5,0,8,-2,x,x
Cn1c(SCC(=O)Nc2ccc3nc(SCC(=O)NC4CC4)sc3c2)nnc1-c1ccccc1,1,-4,-1,-4,-0.9,-5,-1,-3,16,-2
O=C(CCSc1ccc(Cl)cc1)NC1CCCC1,8,-10,2,18,-0.2,9,-8,-4,3,-6
CCNC(=S)NNC(=O)Nc1ccccc1,-27,-11,1,-14,-1.5,-7,27,-1,x,-4
Cc1c(Cl)cccc1NC(=S)NCCc1ccc(S(N)(=O)=O)cc1,17,-8,1,-4,-1.4,8,-17,0,7,-2
CCCOc1ccc(-c2c(C(=O)N/N=C(\C)COc3ccccc3)nnn2-c2nonc2N)cc1,9,-14,-1,2,-1.8,10,-9,-2,-2,-5
Cc1ccc(NC2CCCN(C(=O)c3cccs3)C2)cc1C (stereo unspecified),4,2,7,6,-2.8,-2,-4,11,1,-1
CC(=O)NN1C(=O)c2ccccc2NC1c1ccccc1F (stereo unspecified),11,-3,-11,6,-0.5,1,-11,-7,8,-3
COc1ccccc1NS(=O)(=O)c1c(C(=O)N2CCCC2)c(C)n(C)c1C,-11,-13,3,10,-2.2,-5,11,9,6,-4
C/C(CCc1ccccc1)=N\NC(=O)CC(=O)NCCc1ccccc1,-20,8,4,8,-0.4,4,20,-3,-7,-6
O=C(NCc1cn(-c2ccccc2)nc1-c1ccccc1)c1cccc([N+](=O)[O-])c1,47,-10,5,16,-1.2,-2,-47,x,18,-1
O=[N+]([O-])c1cc(S(=O)(=O)NCCN2CCOCC2)ccc1Sc1nnnn1-c1ccccc1,-7,-11,-5,-78,-1.3,-4,7,x,2,0
Cc1cc2c(sc3c(C)ccc(C)c32)c(C)n1,0,-21,3,x,-0.1,-17,0,-6,-6,x
CC(C)c1ccc(NC(=O)C(c2ccccc2)N2CCN(C(=O)c3ccco3)CC2)cc1 (stereo unspecified),-4,-18,3,9,-1.8,-12,4,-38,-1,-6
CC1CCN(CCCCOc2ccc([N+](=O)[O-])cc2)CC1,11,-14,5,-2,-0.1,5,-11,4,16,-4
O=C(COc1ccc2ccccc2c1Br)NC(=S)Nc1cccc(CO)c1,-8,3,-7,51,-1.8,0,8,-1,15,-3
O=C(NCCCNCc1ccccc1)c1ccccn1,-26&-17,3&-8,-9&4,3&-2,0.5&0.0,-6&-6,26&17,0&4,20&-8,-2
CC(=O)n1cc([C@H]2C=C(C(=O)Nc3ccccc3)O[C@@H](OCCCCO)C2)c2ccccc21,25,-7,-1,-2,-1.5,-3,-25,x,-17,25
Cc1cc(/C=C(\C#N)C(=O)O)c(C)n1CC1CCCO1 (stereo unspecified),7,-1,8,-1,-1.2,-4,-7,-3,5,12
NC(=O)c1cccn1Cc1ccccc1Cl,-1,-21,-9,3,-2.8,1,1,2,-16,x
S=C(NCCc1ccccc1)NCCN1CCOCC1,-50,-8,2,x,-0.6,5,50,-2,12,-1
O=C(CSc1ccc2nnc(-c3cccs3)n2n1)N1CCCC1,-16,13,2,-9,-1.7,-5,16,11,-7,1
O=[N+]([O-])c1ccc(N2CCN(c3cccc(Cl)c3)CC2)cn1,40,-7,-4,3,-1.0,7,-40,1,-14,-6
COc1ccccc1Nc1nc(N2CCOCC2)nc(N2CCOCC2)n1,39&7,-5&-6,2&8,32&7,-2.6&0.6,-3&-1,-39&-7,-7,8&-31,4&-2
CCCNC(=O)c1ccccc1NC(=O)c1ccccc1N(C)S(=O)(=O)c1ccccc1,-13,-11,15,9,-1.4,-10,13,-2,14,-3
CCc1cc2c(=O)c(-c3cnn(-c4ccccc4)c3)c(C)oc2cc1OCC(=O)Nc1cccc(C)c1,21,-16,-2,-52,-0.3,3,-21,-3,-5,-5
Nc1nc(NCCOCCO)nc(Nc2cccc(F)c2)c1[N+](=O)[O-],17,-1,2,x,-0.5,-1,-17,-1,-9,-4
CCCn1c(CN2CCN(c3cccc(Cl)c3)CC2)nc2c1c(=O)n(C)c(=O)n2C,-25,-7,-8,-8,-2.1,-7,25,x,-26,2
COc1cc(/C=C/c2onc(C)c2[N+](=O)[O-])cc(OC)c1OC,31,-4,-2,9,-0.9,6,-31,1,-6,-9
O=C(CCCn1c(=O)oc2ccccc21)N1CCN(c2ccccn2)CC1,7,6,x,15,-2.2,-3,-7,17,-5,-2
O=C(CSc1nc2ccccc2c(=O)[nH]1)N1CCN(c2ccccc2)CC1,-8,2,-2,-16,-2.3,-2,8,x,-17,-5
O=C(c1ccco1)N1CCN(Cc2cn[nH]c2-c2cccc3ccccc23)CC1,x,-12,7,-14,-1.9,-4,x,-2,-6,0
c1coc(CNc2nc3nonc3nc2NCc2ccco2)c1,-1,1,8,-15,-13,-14,1,8,22,-4
O=C(Cn1ccccc1=O)c1ccc(Cl)cc1,18,-12,-4,-5,-0.1,-6,-18,2,-53,x
O=C(c1ccccc1)C1CC=CCC1C(=O)c1ccccc1 (stereo unspecified),26,17,-2,-7,-0.2,-1,-26,-2,-6,16
CCOC(=O)c1c(C)nc(SCC(N)=O)c(C#N)c1-c1ccccc1,-13,-10,0,9,-1.3,-11,13,-1,18,-2
COc1ccccc1/C=C/C(=O)OCC(=O)NC1CC1,16,8,-2,2,-0.5,-1,-16,-1,-21,0
CCN1CCN(CC(=O)Nc2nc3ccc(C)cc3s2)CC1,-16,-8,2,x,0.3,-3,16,1,-8,-3
O=C(NC1CCCCC1)c1n[nH]c2c1CC(c1ccccc1)CC2 (stereo unspecified),12,0,6,61,-1.0,-1,-12,x,5,-2
COCCCNC(=O)CSc1nc2sc(C(=O)OC)c(C)c2c(=O)n1N,-8,-3,0,6,-2.7,4,8,-6,10,-1
C=CCC[C@@H](Cc1ccc(F)cc1)C(=O)OC[C@@H](Cc1c[nH]c2ccccc12)NC(=O)[C@H](CC=C)CC(=O)N[C@H](CO)Cc1ccccc1,8,-1,6,-48,-0.3,1,-8,x,-8,-2
COc1cc(NS(=O)(=O)c2cc(C(=O)N3CCN(C(C)=O)CC3)ccc2OC)cc(OC)c1,-5,6,3,6,-0.3,-10,5,0,19,-4
CC(=O)O[C@H]1[C@H](O)[C@H](Oc2c(O)c(C)c3c4c2[C@@H](C)CC[C@@H]4[C@@H](C)C[C@H]3C=C(C)C)O[C@@H](C)[C@H]1O,12,8,5,-13,-0.8,-7,-12,x,118*,-2
CCn1c(-c2nn(-c3ccccc3)ccc2=O)n[nH]c1=S,-7,-6,1,1,-3.7,-3,7,x,-18,-1
CC(=O)NCCN=C(C)c1sc2ccccc2c1O,-12,-3,8,22,-1.1,7,12,4,24,x
CCC(C)(C)NC(=O)CN(C(=O)CCC(=O)Nc1nccs1)c1ccc2c(c1)OCO2,x,-2,-14,-5,0.7,-7,x,6,13,2
COc1ccccc1NC(=O)c1ccc(S(=O)(=O)N(C)C)cc1,24,-2,-4,5,-0.6,3,-24,x,-14,x
CCN(CC)c1ccc(NC(=O)COc2ccc(-n3cnnn3)cc2)cc1,38,5,-1,3,0.0,3,-38,3,6,-1
Cc1cccc(-c2nnc(N)s2)c1,-23,-2,-4,6,-0.5,-7,23,-2,5,-2
CC1CCC2(CC1)NC(=O)N(NC(=O)c1cccs1)C2=O (stereo unspecified),-9,-8,4,10,-0.6,-3,9,-1,-25,-2
# Remaining list, next part.
SMILES,SR-BI DiI inh,PvdQ acylase,Rtt109 Vps75,MITF act,CAL PDZ FP-1,dFosB act,SR-BI uptake up,NSD2 HMT inh,PfHsp90 yeast 2,CAL PDZ FP-2
CC1CCCC(C)N1C(=O)Cn1nnc(-c2ccccc2)n1 (stereo unspecified),-8,4,-1,4,-0.2,-2,8,-2,-2,-4
CC(=O)N1c2ccccc2C(C)=CC1(C)C,9,-21,4,4,-0.6,3,-5,0,20,x
CCn1c2ccccc2c2nnc(SCC(=O)NC3CCS(=O)(=O)C3)nc21 (stereo unspecified),2,-11,-7,-5,-2.7,4,-2,0,4,-2
COC(=O)CSc1nnc(CNc2ccc(Cl)cc2)n1-c1ccccc1,-6,-10,1,-3,-0.3,2,6,1,-63,-2
CCn1c(SCc2ccc(C#N)cc2)nnc1-c1cccc(Cl)c1,0,11,32,-3,-3.9,-10,0,-6,-18,-4
O=C(OCCN1CCOCC1)c1ccc(OCCN2CCOCC2)cc1,-15,1,-2,3,-0.2,1,15,1,-5,-1
Cc1ccc(-c2cc(C(=O)N/N=C\c3cnn(C)c3C)c3ccccc3n2)cc1C,96*,-13,-4,30,x,1,-96,-3,4,-4
